Compound activity (PubChem)
APJ antagonist = antagonists of human apelin receptor APJ, primary screen, CHO-K1 cells, beta-arrestin complementation, luminescence; 330,000 tested, 0.32% active; inhibition, % at 20 µM; AID 2521, 2010; P35414;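 active = inhibition above about 40% at 20 µM, limit read from the data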;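 also: cells challenged with 10 nM apelin-13 agonist together with compound; plate controls were apelin-13 plus DMSO wells for no effect and DMSO wells lacking apelin-13 for full effect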
Target sequence (P35414 whole entry, looked up): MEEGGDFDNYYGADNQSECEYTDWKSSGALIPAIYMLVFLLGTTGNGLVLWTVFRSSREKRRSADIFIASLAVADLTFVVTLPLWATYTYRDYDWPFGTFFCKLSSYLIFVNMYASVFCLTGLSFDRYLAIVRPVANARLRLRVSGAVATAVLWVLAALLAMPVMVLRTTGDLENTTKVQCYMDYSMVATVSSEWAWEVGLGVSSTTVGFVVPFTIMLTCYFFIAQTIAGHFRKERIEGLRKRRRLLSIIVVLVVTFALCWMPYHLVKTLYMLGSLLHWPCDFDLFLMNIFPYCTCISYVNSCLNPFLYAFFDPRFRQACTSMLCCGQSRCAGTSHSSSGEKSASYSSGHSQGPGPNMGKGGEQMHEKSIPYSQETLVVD
EBI2 block = EBI2 receptor antagonists, beta-arrestin recruitment, primary screen, cell-based, luminescence, 7a,25-OHC stimulation, uHTS; G-protein coupled receptor 183 (Homo sapiens), P32249; 7a,25-OHC stimulated; inhibition, % at 5 µM; 360,000 tested, 0.81% active; in the data active = inhibition above about 38%;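 also: enzyme fragment complementation signal reports receptor beta-arrestin coupling in cells; 0% = agonist plus DMSO wells and 100% = wells without agonist; some results beyond the cut were filed as inactive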
APJ ag = agonists of human apelin receptor APJ, primary screen, CHO-K1 cells, PathHunter beta-arrestin, luminescence; P35414; 0% DMSO wells, 100% apelin; activation, % at 20 µM; 330,000 tested, 0.11% active; AID 2520, 2010;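 active = activation more than six SD over the plate average, tested at 20 µM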;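 also: 0% = DMSO alone and 100% = apelin-13 at 10 nM; some results filed as inactive read as strong as hits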
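Test system: CHO-K1 APJ beta-arrestin complementation cell line. Amount: cell density 1000 per well. Controls: DMSO negative, 10 nM Apelin-13 positive. Signal: luminescent beta-gal fragment complementation, chemiluminescent substrate. Read-out basis: agonist-driven arrestin binding to APJ. Timing: compound stimulation 90 min at 25 °C, detection 60 min.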
Gli-Sufu block = Gli-Sufu pathway antagonists, primary screen, luciferase luminescence, Sufu-KO-LIGHT cells, uHTS | Sufu-KO-LIGHT fibroblasts, Gli luciferase reporter luminescence | inhibition, % at 5 µM | 340,000 tested, 0.74% active;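 active = inhibition above about 55%, limit read from the data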;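 also: 0% = DMSO-treated cells and 100% = wells with medium but no cells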
CCR6 antagonist = CCR6 receptor antagonists, primary screen, cell-based, CHO-K1, luminescence, beta-arrestin, uHTS; inhibition, % at 20 µM; 340,000 tested, 0.49% active; C-C chemokine receptor type 6 (Homo sapiens), P51684; AID 493098, 2011; CHO-K1 CCR6 PathHunter beta-arrestin, CCL20-stimulated;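 active = compounds whose inhibition of the agonist-driven luminescence signal at 20 µM reaches about 50%, limit read from the data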;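 also: cells stimulated with CCL20 at 14 nM final; plate controls were DMSO with CCL20 for no effect and DMSO without agonist for full effect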
UBC13 inh = UBC13 polyubiquitin chain formation inhibitors, primary screen, biochemical, TR-FRET, uHTS. Ubiquitin-conjugating enzyme E2 N (Homo sapiens), P61088. inhibition, % at 20 µM. 330,000 tested, 0.47% active; in the data active = inhibition above about 45%, passing the limit was not always enough
Target sequence (P61088 whole entry, looked up): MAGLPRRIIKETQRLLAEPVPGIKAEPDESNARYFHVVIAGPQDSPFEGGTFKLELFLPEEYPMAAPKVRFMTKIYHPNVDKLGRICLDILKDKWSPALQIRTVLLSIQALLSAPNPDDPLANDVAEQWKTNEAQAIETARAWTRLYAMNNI
CXCR6 inh = CXCR6 receptor inhibitors, primary screen, cell-based, beta-arrestin, luminescence, CHO-K1 PathHunter, 1536-well; C-X-C chemokine receptor type 6 (Homo sapiens), O00574; 360,000 tested, 0.36% active; inhibition, % at 20 µM; in the data active = inhibition above about 34%, passing the limit was not always enough;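 also: antagonist mode with CXCL16 agonist at 10 nM final; 0% = 10 nM CXCL16 with DMSO and 100% = unstimulated wells without agonist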
ATG4B inhibitor = ATG4B protease inhibitors, primary screen, biochemical, fluorescence, uHTS. 340,000 tested, 0.51% active. ATG4B cleavage of LC3-PLA2, NBD-HPC fluorescence, 1 h. Cysteine protease ATG4B (Homo sapiens), Q9Y4P1. inhibition, % at 8.33 µM; in the data active = inhibition above about 40%
Target sequence (Q9Y4P1 whole entry, looked up): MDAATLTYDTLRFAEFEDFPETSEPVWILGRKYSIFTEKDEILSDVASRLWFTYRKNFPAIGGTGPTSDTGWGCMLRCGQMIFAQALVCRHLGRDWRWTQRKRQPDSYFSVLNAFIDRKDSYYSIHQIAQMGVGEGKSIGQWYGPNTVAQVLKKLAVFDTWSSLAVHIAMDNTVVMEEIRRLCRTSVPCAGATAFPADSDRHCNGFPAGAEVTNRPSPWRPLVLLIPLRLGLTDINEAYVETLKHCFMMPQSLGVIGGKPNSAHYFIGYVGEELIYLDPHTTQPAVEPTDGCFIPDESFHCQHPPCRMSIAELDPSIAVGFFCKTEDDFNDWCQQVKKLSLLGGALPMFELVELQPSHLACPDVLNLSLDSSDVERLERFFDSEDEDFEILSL
* marks the source's active call; other numbers are inactive results; . = not tested or not shown.

Value order: APJ antagonist	EBI2 block	APJ ag	Gli-Sufu block	CCR6 antagonist	UBC13 inh	CXCR6 inh	ATG4B inhibitor
- CC(C)NC(=O)C1CCCN(S(=O)(=O)c2ccc(-n3cnnn3)cc2)C1 (stereo unspecified)
  7	0	-2	-4	23	-12	4	8
- Cc1cc(NC(=O)c2ccccc2Oc2ccccc2)no1
  10	-1	-3	9	10	8	6	-1
- COC(=O)CCC(=O)Nc1ccc(S(=O)(=O)Nc2nc(C)cc(C)n2)cc1
  4	8	1	13	-2	-3	-8	-2
- Cc1cc(N2CCOCC2)nc2ccc(NC(=O)CCC(=O)N3CCN(c4ccccc4)CC3)cc12
  -18	-5	3	-20	0	-6	4	-7
- CC(C)CCNC(=O)C1CCCN(S(=O)(=O)c2ccc3c(c2)CC(C)N3C(=O)C2CC2)C1 (stereo unspecified)
  -7	-5	0	57*	20	-1	10	3
- CC(OC(=O)c1cccc(O)c1)C(=O)N(C)Cc1ccccc1 (stereo unspecified)
  -8	-6	-1	-4	11	1	4	-1
- O=C(NCc1cccc(Cl)c1)C1CCC(=O)N(C2CC2)C1 (stereo unspecified)
  -19	-5	0	-3	14	-4	9	0
- O=C(C1=C[C@@H](c2ccccc2)C[C@@H](OCc2ccc(CO)cc2)O1)N1CCCCCCC1
  -57	-2	0	5	11	-3	-3	10
- CSc1nc(N)nc2c1ncn2CC(=O)NCC(c1ccccc1)c1ccccc1
  6	-1	2	8	11	4	6	5
- COC(=O)c1sccc1NC(=O)c1ccc2c(c1)OCO2
  -14	3	-2	-9	14	14	-1	2
- COc1ccc(N2CC(=O)N(c3ccccc3)C2=S)cc1
  5	2	6	-2	3	4	7	-8
- Cc1ccc(-c2csc(NC(=O)CSc3nc4ccccc4o3)n2)cc1
  -5	3	-2	-5	6	0	-14	-6
- Nc1nc(CSc2ncccn2)nc(Nc2ccccc2)n1
  -4	8	2	-76	-3	8	-3	-14
- CCOC(=O)CCc1nc2ccccc2[nH]c1=O
  9	-9	-4	-1	12	36	-10	-21
- CCCOc1ccc(C2NC(=O)NC2=O)cc1 (stereo unspecified)
  17	-7	-3	0	9	0	2	1
- CCOC(=O)c1c(C)c(C(=O)NCCCOC(C)C)c(C)n1C
  8	-8	1	-1	-12	-4	0	12
- COc1cc(NS(=O)(=O)c2ccc(NC(=S)NC(C)=O)cc2)nc(OC)n1
  8	-5	-3	1	5	-7	-2	1
- O=[N+]([O-])c1ccc(N2CCOCC2)c([N+](=O)[O-])c1
  .	9	.	-1	8	.	7	-5
- CCOc1ccc(-c2cc(N3C(=O)Nc4ccccc4N3O)n[nH]2)cc1
  2	-4	-2	2	-8	-1	0	-7
- O=C(O)c1ccc2c(c1)CC(c1ccccc1)OC2=O (stereo unspecified)
  2	8	-1	-1	5	-14	8	-10
- CC/C(=N\NC(=O)c1cc(C)nc2ccccc12)c1ccc(C)s1
  -9	-6	3	5	1	-10	-11	-2
- CCOc1ccccc1NC(=O)C(NC(=O)C1CCC(C)CC1)C(C)C (stereo unspecified)
  -8	-6	-4	-16	6	6	10	-6
- COc1cccc(Nc2nc(-c3ccccc3)nc3ccccc23)c1
  17	1	0	10	-1	28	-7	5
- Cc1c(Cl)c([N+](=O)[O-])nn1CCCC(=O)Nc1c(C)n(C)n(-c2ccccc2)c1=O
  7	-6	-3	14	2	33	0	-9
- Cc1ccc(OC(C)C(=O)N=Nc2c(O)[nH]c3ccc([N+](=O)[O-])cc23)cc1 (stereo unspecified)
  17	3	-5	-1	38	-22	19	-7
- NC(=O)c1cccc2c1-c1ccccc1/C2=N/NC(N)=S
  27	-8	-6	1	28	10	8	-6
- Cc1onc(-c2ccccc2Cl)c1C(=O)OCC(=O)N1CCCc2ccccc21
  -1	7	-2	10	22	-1	7	-2
- Cc1nc(C)c(-c2ccccc2)c(=O)[nH]1
  -1	-23	-3	1	11	-4	-2	-4
- Cc1c(CN(C)C(=O)/C=C/c2ccc([N+](=O)[O-])cc2)cnn1C
  -5	24	-2	-2	0	-3	2	2
- CN(C)CCCN1C(=O)c2oc3ccccc3c(=O)c2C1c1cccs1 (stereo unspecified)
  1	-9	-1	5	-9	0	-3	-8
- Cc1ccccc1OCC(O)Cn1nnc2ccccc21 (stereo unspecified)
  0	-5	-1	-54	-1	-2	0	4
- COc1ccc(NC(=O)N2CCN(C(=O)Nc3ccc(OC)cc3)CC2)cc1
  -5	5	-2	-35	4	-10	6	10
- COC(=O)[C@]12C(=O)C(C)=C(O)[C@@]1(C)C(C)=CC1[C@@]34CC[C@@H](OC(C)=O)C(C)(C)C3C(C[C@]12C)OC4=O (stereo partly specified)
  -29	3	-2	2	2	-12	1	-5
- COc1ccccc1NC(=O)c1ccccc1Oc1ccccc1
  11	1	-2	-4	15	10	4	2
- C=CC[C@]12C=C(OC)C(=O)C=C1O[C@@H](c1ccc3c(c1)OCO3)[C@H]2C
  -4	3	-6	3	12	1	0	-4
- CC(C)c1ccc(Oc2cccc3c2S(=O)(=O)N(C2CCCC2)CC(COCc2ccccc2)O3)cc1 (stereo unspecified)
  .	14	.	3	4	.	6	3
- Cc1ccccc1C(OCCN(C)C)C1CCCCC1 (stereo unspecified)
  25	1	-2	5	3	7	6	37
- O=C(CCS(=O)(=O)c1cccc2nonc12)NCCc1ccccc1Cl
  0	-6	2	4	5	-3	-2	-1
- O=C(NCC(c1cccs1)N1CCc2ccccc21)c1ccccc1 (stereo unspecified)
  9	15	-9	4	24	1	9	20
- CC(C)Nc1nnc(SC(C)C(=O)NCc2ccc3c(c2)OCO3)s1 (stereo unspecified)
  0	0	-3	2	10	-1	5	-10
- O=C(NCCSc1ccccc1)c1ccccc1Cl
  5	-4	-2	-81	13	4	-4	4
- O=C(COc1ccc2ccccc2c1)Nc1cccc(C(=O)Nc2ccccc2C(=O)O)c1
  5	-5	-5	-6	2	0	-8	12
- Cc1ccccc1NC(=S)N1CCN(c2ccccc2)CC1
  -19	-4	-3	-8	2	-2	2	4
- N#Cc1ccc(OC(=O)C2CCN(C3=NS(=O)(=O)c4ccccc43)CC2)cc1
  -3	9	-1	-1	-4	12	-3	-5
- Cc1nc2sccn2c(=O)c1Cl
  21	-6	2	0	-6	0	-4	-5
- CCOC(=O)c1ccccc1NC(=O)CSc1nnnn1C
  3	3	-6	-5	13	3	-2	1
- COc1ccccc1/C=N/NC(=O)c1ccc(C)nc1
  0	-6	1	4	3	-4	2	1
- Cc1cccc(NC(=O)c2cccnc2Oc2ccccc2)c1C(=O)O
  -5	2	-1	-5	2	0	2	0
- COC(=O)c1ccccc1NC(=O)c1cnc2sccn2c1=O
  -2	-3	-1	1	2	-10	-1	4
- COc1ccc(NC(=O)N2CCCC2C(=O)NCc2ccccc2Cl)cc1 (stereo unspecified)
  -10	-8	-3	-6	-10	-2	-9	-2
- COCCC(=O)NNS(=O)(=O)c1ccc(Cl)cc1
  -13	-4	0	3	8	7	0	0
- CCc1ccc(NC(=O)Cn2c(=O)oc3cc(S(=O)(=O)N4CCOCC4)ccc32)cc1
  -1	0	5	2	0	0	-1	2
- CCOc1ccc(S(=O)(=O)N/N=C(\C)C2CCCCC2)cc1
  -23	-2	1	5	-9	10	-3	-2
- COc1ccc(OCC(=O)Nc2ccccc2N2CCCCC2)cc1
  15	16	-1	4	14	-1	-11	-7
- CCS(=O)(=O)c1ccc2c(c1)N(S(=O)(=O)c1ccccc1)CC(C(=O)O)O2 (stereo unspecified)
  2	2	4	3	-1	3	-4	-8
- COc1ccc(S(=O)(=O)Nc2c(C)ccc3nsnc23)cc1OC
  0	-1	-4	1	26	-5	2	4
- O=C(CSc1nc2ccccc2[nH]1)NCc1ccc2c(c1)OCO2
  -1	-6	-1	.	2	9	-5	-1
- O=C(NCCCN1CCOCC1)C(=O)N/N=C/c1c(Cl)cccc1Cl
  11	7	-3	-6	-14	-1	-2	-7
- CN1C(=O)c2ccc(NC(=O)CCS(=O)(=O)c3ccccc3)cc2C1=O
  -3	-8	-5	15	-7	4	1	0
- COc1ccc(C(=O)N2CCC(=O)N(C(CO)Cc3ccccc3)CC2)cc1 (stereo unspecified)
  21	-2	-4	-6	-1	4	6	-13

Following part:
Value order: APJ antagonist	EBI2 block	APJ ag	Gli-Sufu block	CCR6 antagonist	UBC13 inh	CXCR6 inh	ATG4B inhibitor
- COc1ccc(OC2C(=O)N(c3ccc(C)c(C)c3)C2c2ccc(OC)c(OC)c2)cc1 (stereo unspecified)
  -1	12	-2	-5	6	-10	-1	-2
- O=C(CN1c2cccc3cccc(c23)S1(=O)=O)Nc1ccccc1Br
  13	2	2	2	3	21	-8	-6
- CN1CCN(Cc2c(O)ccc3c(=O)c(Oc4ccccc4Cl)c(C(F)(F)F)oc23)CC1
  13	-2	-5	-4	-4	9	13	2
- NC(=O)c1c(NC(=O)C2COc3ccccc3O2)sc2c1CCN(Cc1ccccc1)C2 (stereo unspecified)
  -1	4	6	3	-27	15	-11	-7
- CCCC(=O)Nc1nnc(/C=C/c2ccc(OC)cc2)s1
  16	23	-1	-22	13	15	22	12
- c1ccc(-c2nc3nc4ccccc4nc3n2CC2CCCO2)cc1 (stereo unspecified)
  16	1	5	3	1	12	2	-8
- CC1(C)C(=O)Nc2ccccc2N1C(=O)COC(=O)C12CC3CC(CC(O)(C3)C1)C2
  11	-3	-2	8	18	1	-3	-15
- Cc1cc(C(=O)N2CCc3c([nH]c4ccccc34)C2c2c(F)cccc2Cl)no1 (stereo unspecified)
  -21	2	0	2	-4	8	4	-1
- CCCCCCN1CC(O)=C(c2nc3ccccc3[nH]2)C1=N
  9	1	-5	-12	-4	-5	4	-2
- COc1ccc(CCN(Cc2ccc(C(C)C)cc2)S(=O)(=O)c2ccc(S(=O)(=O)N(C)C)cc2)cc1OC
  1	9	0	11	8	-6	0	9
- CC(NC(=O)CSc1ccccc1C(=O)O)C1CC2CCC1C2 (stereo unspecified)
  18	-10	-4	-1	10	-3	-3	-6
- COc1ccc(N2CCN(C(=O)[C@H](C)N3C(=O)C4CC=CCC4C3=O)CC2)cc1 (stereo partly specified)
  9	6	1	-2	2	-2	-2	1
- Cc1cc(=O)[nH]c(SCC(=O)NCC2CCCO2)n1 (stereo unspecified)
  -4	-4	0	7	8	-4	2	-2
- CCOc1ccc(C2C(C#N)=C(N)Oc3nc[nH]c(=O)c32)cc1OC (stereo unspecified)
  -21	-1	-2	2	-3	-8	2	-4
- Cc1cc(C)n2nc(SCC(=O)Nc3c(C)n(C)n(-c4ccccc4)c3=O)nc2n1
  -3	-24	-1	0	18	-12	8	-2
- O=C(CSc1ccc(-c2ccccn2)nn1)Nc1ccccc1
  -12	-1	8	-8	15	-10	-1	-6
- CC(C)(C)c1ccc2c(c1)OCC(C(=O)O)O2 (stereo unspecified)
  1	4	0	-2	-1	7	-2	-10

Three structures already listed, ordered by length of the SMILES, low to high.
Value order: APJ antagonist	EBI2 block	APJ ag	Gli-Sufu block	CCR6 antagonist	UBC13 inh	CXCR6 inh	ATG4B inhibitor
- Cc1cc(=O)[nH]c(SCC(=O)NCC2CCCO2)n1 (stereo unspecified)
  -4	-4	0	7	8	-4	2	-2
- CCCCCCN1CC(O)=C(c2nc3ccccc3[nH]2)C1=N
  9	1	-5	-12	-4	-5	4	-2
- c1ccc(-c2nc3nc4ccccc4nc3n2CC2CCCO2)cc1 (stereo unspecified)
  16	1	5	3	1	12	2	-8
